Assay outcomes: PubChem, several laboratories
LYP act = activators of human LYP (PTPN22) phosphatase; Q9Y2R2; recombinant LYP, DiFMUP fluorescence; 0 = plate median, 100 = signal doubled; activation, % at 2 µM; hit rate 0.11% among 96,000;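 active means activation at 2 µM above a set limit, the mean plus 5 SD, cut at about 37% in these data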
CYP2C9 activ = increases human cytochrome P450 2C9 activity. P11712. activation factor at 5 µM. recombinant CYP2C9, luciferin-H conversion, luminescence; hits give high values; factor 1 = untreated enzyme, 0 = blocked. AID 1024. hit rate 1.4% among 96,000;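 active means activation factor of 2 or more for CYP2C9 at a 5 µM dose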;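 further: 0 = sulfaphenazole-blocked wells and 1 = vehicle-only wells; values of inactives mirror those of a sister screen read the other way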
Target sequence (P11712 whole entry, looked up): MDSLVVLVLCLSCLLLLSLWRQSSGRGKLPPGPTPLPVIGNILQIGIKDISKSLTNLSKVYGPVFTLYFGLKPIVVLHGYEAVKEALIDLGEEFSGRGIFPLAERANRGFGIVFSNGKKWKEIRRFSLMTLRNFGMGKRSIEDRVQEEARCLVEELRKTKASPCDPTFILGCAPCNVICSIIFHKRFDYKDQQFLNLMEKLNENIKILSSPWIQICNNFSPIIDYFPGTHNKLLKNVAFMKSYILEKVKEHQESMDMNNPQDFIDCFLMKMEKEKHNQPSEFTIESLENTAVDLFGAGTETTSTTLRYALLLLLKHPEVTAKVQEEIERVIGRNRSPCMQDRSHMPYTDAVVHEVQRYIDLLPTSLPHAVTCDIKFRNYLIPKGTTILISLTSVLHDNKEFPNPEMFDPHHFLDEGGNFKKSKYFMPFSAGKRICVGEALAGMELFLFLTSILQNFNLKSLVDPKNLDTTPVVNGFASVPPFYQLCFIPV
E coli WT exp = blocks growth of wild type E. coli BW25113 | OD600 absorbance | growth inhibition, % at 100 µM | hit rate 0.15% among 98,000 | AID 710;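 active means growth inhibition above about 50% at one test dose, limit read from the data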;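 further: growth measured after 20 h incubation at 37 °C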
LYP inh 2 = LYP (human) phosphatase inhibition. inhibition, % at 2 µM. hit rate 0.21% among 96,000. Q9Y2R2. AID 640. recombinant LYP catalytic domain, DiFMUP fluorescence;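 active means inhibition at 2 µM at or above a set limit, the screen mean plus 3 SD, cut at about 24% in these data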;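 further: 0% = DMSO with enzyme and 100% = enzyme fully blocked by orthovanadate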
PTK2B oligo ant = antagonists of human Pyk2 oligomerization; Q293 cells, Pyk2 FERM NanoBiT luminescence; hits give low values; z-score (the deposit names both 25 µM and 10 µM); hit rate 0.83% among 99,000; AID 1347419; Q14289;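 active means Z-score of -3 or lower, scaled per plate to the spread of control and sample wells; inactive means z-score above -3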;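 further: negative z-score means lost luminescence so less FERM oligomerization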
DAT uptake mod = changed human dopamine transporter uptake under cocaine IC80 | Q01959 | B-score at 10 µM | LLC-PK1 hDAT cells, [14C]-dopamine uptake with cocaine IC80; actives deviate in either direction | hit rate 1.3% among 110,000;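 active means Z score or B-score, a plate-position-corrected score, falls beyond the plate's 99.7% confidence bounds, in either direction; inactive means both scores lie inside the 99.7% bounds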;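 further: scored against the spread of the other compound wells on the same plate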
Target sequence (Q01959 whole entry, looked up): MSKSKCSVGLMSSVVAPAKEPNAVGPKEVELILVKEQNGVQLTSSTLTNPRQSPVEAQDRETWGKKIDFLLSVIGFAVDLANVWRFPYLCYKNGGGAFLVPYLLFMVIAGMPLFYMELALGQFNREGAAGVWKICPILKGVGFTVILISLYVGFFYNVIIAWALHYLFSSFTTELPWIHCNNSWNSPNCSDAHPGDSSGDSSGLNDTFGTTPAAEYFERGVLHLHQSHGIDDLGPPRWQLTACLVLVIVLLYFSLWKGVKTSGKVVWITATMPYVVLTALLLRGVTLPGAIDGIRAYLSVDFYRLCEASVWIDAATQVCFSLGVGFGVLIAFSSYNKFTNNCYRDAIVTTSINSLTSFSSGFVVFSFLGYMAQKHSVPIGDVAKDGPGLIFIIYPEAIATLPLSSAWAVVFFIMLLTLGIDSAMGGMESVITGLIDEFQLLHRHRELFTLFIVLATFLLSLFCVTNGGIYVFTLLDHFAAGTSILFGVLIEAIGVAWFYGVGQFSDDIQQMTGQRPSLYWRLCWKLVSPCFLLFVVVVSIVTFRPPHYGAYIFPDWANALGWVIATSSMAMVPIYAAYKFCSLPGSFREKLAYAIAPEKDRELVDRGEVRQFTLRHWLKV
PostGolgi ctrl = growth of the yeast control strain, post-Golgi counter-screen; efflux-deficient yeast background strain, growth absorbance A615, 16 h; inhibition, % at 10 µM; AID 738; hit rate 5% among 98,000
CYP2C9 inhib = blocks human cytochrome P450 2C9 | inhibition, % at 5 µM | hit rate 20% among 96,000 | AID 777 | CYP2C9 Supersomes, luciferin-H conversion, luminescence;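 active means blocking of liver enzyme CYP2C9 beyond about 50% at 5 µM, limit read from the data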; further: values of inactives mirror those of a sister screen read the other way
PostGolgi yeast = growth inhibition of a yeast mutant, post-Golgi transport screen; inhibition, % at 10 µM; hit rate 0.9% among 98,000; AID 739; post-Golgi transport phenotypic cell assay;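 further: yeast cells grown in 1536-well plates; yeast grown about 18 h at 30C before absorbance read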
* marks the source's active call; other numbers are inactive results; . = no result given. Unless noted, no stated cut-off is given here; in the data, active means inhibition above about 30%; inactive means the rest. Compounds were not picked by outcome. Share with any hit: about 24%.

Every second line gives: LYP act	CYP2C9 activ	E coli WT exp	LYP inh 2	PTK2B oligo ant	DAT uptake mod	PostGolgi ctrl	CYP2C9 inhib	PostGolgi yeast
> CCOC(=O)CCC(=O)Nc1ccc(S(=O)(=O)N2CCC(C)CC2)cc1
  -4	.	.	1	1.6	-0.17	.	.	.
> CCOc1cc2[nH]c(=S)n(CCCOC)c(=O)c2cc1OCC
  .	0.8	-4	.	-1.3	0.43	9	20	-3
> O=C(Nc1ncc(Cc2cccc(Cl)c2)s1)c1cccs1
  0	0.5	-17	2	-1.7	-0.05	47*	49	1
> CNc1nc(-c2ccccc2)cc(C(F)(F)F)c1C#N
  17	0.8	-6	-12	0.23	0.5	3	17	6
> COc1cc(OC)cc(C(=O)N[C@H](C(=O)Nc2ccccc2N2CCOCC2)C(C)C)c1
  13	0.6	6	-18	-0.98	-0.4	9	42	-2
> COC(=O)c1c(NC(=O)c2ccccc2)sc(Cc2ccccc2)c1C
  1	0.8	-11	2	-1.6	0.17	8	24	-5
> Cc1ccccc1-c1cc(C(=O)n2cccn2)c2cc(Cl)ccc2n1
  -1	0.8	-9	5	-0.84	0.74	0	15	0
> CN(C)S(=O)(=O)n1ccnc1
  -1	1	3	2	-0.02	-0.047	-4	-4	-4
> Cc1ccc(-c2nnc(SCC(=O)N3CCCC3)o2)cc1C
  -2	1.7	5	2	0.04	-0.0031	4	-71	18
> O=C(NCc1ccco1)C12CC3CC(C1)CC(C(=O)NCc1ccco1)(C3)C2
  1	1	5	-3	0.86	-0.97	3	-4	10

Next section, starting with the last 2 of the part before.
Every second line gives: LYP act	CYP2C9 activ	E coli WT exp	LYP inh 2	PTK2B oligo ant	DAT uptake mod	PostGolgi ctrl	CYP2C9 inhib	PostGolgi yeast
> Cc1ccc(-c2nnc(SCC(=O)N3CCCC3)o2)cc1C
  -2	1.7	5	2	0.04	-0.0031	4	-71	18
> O=C(NCc1ccco1)C12CC3CC(C1)CC(C(=O)NCc1ccco1)(C3)C2
  1	1	5	-3	0.86	-0.97	3	-4	10
> Cc1cc(C)nc(SC(C)C(=O)Nc2ccc(S(N)(=O)=O)cc2)n1 (centres undefined)
  -7	0.8	3	3	-1.4	-0.17	-6	16	4
> CCc1ccc(CN2CC(C(=O)O)CC2=O)cc1 (centres undefined)
  6	1.2	-10	-9	0.32	-0.17	7	-19	1
> C=CCSc1nnc(-c2ccncc2)n1-c1ccc(OCC)cc1
  -11	0.5	0	7	-0.08	0.81	31*	54*	5
> CC1CCN(C(=O)CSc2nnc(CNC(=O)COc3ccc(Cl)cc3)o2)CC1
  -2	0.4	-3	6	1.8	1.4	9	57*	-5
> CCN(CC)CCN1C(=O)C(=O)/C(=C(/O)c2cnn(-c3ccccc3)c2C)C1c1ccc(C)o1 (centres undefined)
  -4	1.1	-1	6	0.14	-0.77	3	-11	3
> COc1ccc(CNC(=O)[C@H](C)NC(=O)C2CCN(S(=O)(=O)c3ccc(C)cc3)CC2)cc1
  -3	0.7	4	1	0.68	1	-2	27	14
> Cc1cccc(NC2=NCC(=O)N2Cc2ccccc2)c1
  -5	0.6	8	4	-0.13	-0.74	13	37	-6
> CCSc1nnc(NC(=O)CCNS(=O)(=O)c2cc(Br)cnc2N)s1
  10	0.4	0	-10	0.12	-0.69	6	62*	2
> O=C(NCCN1CCc2ccccc2C1)C1CC(=O)N(C2CCCC2)C1 (centres undefined)
  8	1	2	-10	0.16	-0.43	18	-3	4
> CCN1C2=NCCCN2c2ccccc21
  2	1	5	-3	0.34	0.13	-3	-1	-1
> CC(=O)Nc1ccc(S(=O)(=O)N2CCN(C(=O)c3ccccc3F)CC2)cc1
  -7	.	.	8	1.4	-0.21	.	.	.
> CCC(C)(C(=O)NC1CCCC1)N(C(=O)c1cnccn1)c1ccccc1 (centres undefined)
  4	0.9	2	-5	.	.	5	11	-13
> O=C(CCN1C(=O)c2ccccc2C1=O)Nc1ccc(F)cc1
  -3	1	0	7	-0.02	0.99	3	0	-7
> COc1ccc(C=NCCC2(O)CC(C)N(C)CC2C)cc1 (centres undefined)
  -2	.	-11	0	-0.44	0.088	8	.	-1
> Cc1n[nH]c(C)c1S(=O)(=O)N(CC(=O)Nc1ccc2c(c1)OCCO2)c1ccc(C(C)C)cc1
  1	0.3	-3	-4	.	-0.64	4	68*	-1
> CCNc1c([N+](=O)[O-])ncn1C
  -14	0.8	4	16	0.91	0.21	1	16	-6
> CCn1nnc(-c2ccccc2NC(=O)c2cc(OC)c(OC)c(OC)c2)n1
  4	0.1	-9	-7	-1	0.79	10	93*	-6
> Cc1cnn(-c2cc(N/N=C/c3ccc(F)cc3)ncn2)c1
  -3	0.7	-3	5	-0.47	0.29	15	29	-7
> COc1ccc(CN(CC(=O)NC2CCCC2)C(=O)CCC(=O)Nc2cc(C)on2)cc1
  0	.	.	0	0.32	1.2	.	.	.
> O=C(CN(Cc1ccccc1C(F)(F)F)C(=O)CNC(=O)c1ccco1)NC1CCCC1
  -4	0.8	0	5	-0.08	-1.1	13	16	4
> N#CC1=C(N)Oc2cc(N)ccc2C1C1CC=CCC1 (centres undefined)
  1	0.2	13	-2	0	-1.4	29	76*	13
> COCCN(C(=O)C(F)(F)F)C(C(=O)NC1CCCCC1)c1ccco1 (centres undefined)
  -4	0.6	-1	3	-0.08	0.53	-2	42	-14
> Cc1ccc(S(=O)(=O)N(C)Cc2nc(-c3ccncc3)no2)cc1
  10	0.3	-4	-13	0.48	-0.5	12	69*	6
> O=C(CSc1nnnn1-c1cccc2c1CCCC2)NC1CCCC1
  4	3*	-5	-7	-0.46	0.19	7	-200	3
> COc1ccccc1Nc1nc(-c2sc(NC(=O)c3ccccc3)nc2C)cs1
  5	0.7	0	-3	.	0.18	0	32	-4
> CCn1c(SCc2nc3ccccc3c(=O)[nH]2)nnc1-c1cccnc1
  2	1.1	0	2	-0.1	-0.022	15	-6	-1
> COc1ccc(C2C(C(=O)c3sc(C)nc3C)=C(O)C(=O)N2CCN(C)C)cc1 (centres undefined)
  2	1.1	-14	2	-0.54	-1.2	8	-8	17
> COC(=O)c1ccc(C(=O)OC)c(NC(=O)CN2CCN(c3ccccc3)CC2)c1
  .	0.5	3	.	0.76	0.22	3	49	5
> COc1ccc(C2C(C(=O)Nc3ccccc3)=C(C)N=C3SCC(=O)N32)cc1 (centres undefined)
  2	.	.	-2	-0.12	0.57	.	.	.
> COc1cccc(C(=O)NCc2nnc(SCC(=O)Nc3nccs3)n2-c2cccc(C)c2)c1
  17	.	.	-16	-0.55	-0.36	.	.	.
> CSc1ccc(NC(=O)N2CC(C)OC(C)C2)cc1 (centres undefined)
  -1	1	3	-2	-0.12	-0.15	3	2	-3
> COc1ccc(NC(=O)CSc2ccccn2)cc1
  10	.	.	-16	-0.64	-0.025	.	.	.
> CC(CCc1ccccc1)NC(=O)c1ccco1 (centres undefined)
  -3	.	.	-1	0.71	-0.75	.	.	.
> COc1ccc(-n2nc3c(c2NC(=O)C2CC2)CS(=O)C3)cc1 (centres undefined)
  -3	0.9	-10	3	-0.37	-0.94	4	6	-1
> CCOC(=O)C1=NOC(CNC(=O)C2=NOC(CNC(=O)c3c(-c4ccccc4Cl)noc3C)C2)C1 (centres undefined)
  4	0.8	-11	-1	0.6	-0.45	-6	20	-6
> COC(=O)Sc1nc(N2CCOCC2)c2c(c1C#N)CC(C)(C)OC2
  2	0.2	3	-4	-0.62	-1	-1	83*	-4
> COCCn1nnnc1C(c1cccc(C#N)c1)N1CCCCCC1 (centres undefined)
  -9	0.6	2	7	-0.77	0.13	4	41	-4
> Cc1cccc(NC(=O)/C=C/c2cccs2)n1
  -1	1	6	5	-0.63	-0.029	6	3	0
> Cc1cccc(C)c1OCC(=O)Nc1cccc(-c2nnc(-c3ccccc3)o2)c1
  -12	0.1	-17	12	-1.2	1.2	18	90*	15
> Cc1cc(=O)[nH]c(SCC(=O)c2ccc(C(C)C)cc2)n1
  3	0.9	2	-6	1.1	0.42	22	12	7
> CCN(CC)S(=O)(=O)c1cccc(C(=O)Nc2ccccc2)c1
  -6	0.6	0	5	0.41	1.3	3	39	6
> CC(C)Cn1c(N)c(C(=O)CSc2ccc3c(c2)OCCO3)c(=O)n(C)c1=O
  -1	1	-2	4	-1.5	0.23	10	1	-3
> CCN(CC)CCCNC(=O)C1CCC(=O)N(c2ccc(OC)cc2)C1c1ccc(F)cc1 (centres undefined)
  2	1.2	5	-4	-0.24	.	2	-20	13
> Cc1nnc(C)n1N1C(=O)c2cccc3cccc(c23)C1=O
  15	0.2	6	-16	1.7	.	7	81*	7
> CC1CN(C(=O)CN2C(=O)NC3(CCCCCCC3)C2=O)CC(C)O1 (centres undefined)
  4	1.1	3	-3	0.02	-1	2	-12	2
> Cn1nc(OC(=O)Nc2ccc(Cl)cc2)cc1C(F)(F)F
  -1	0.7	8	0	.	-2.9*	-1	30	20
> Cc1cc(=O)oc2cc(OCc3cc4c(cc3Cl)OCO4)ccc12
  -4	0.7	-8	10	0.5	-0.017	-7	30	-8
> CC(C)N(Cc1nc(-c2ccccc2)no1)C(=O)CCCN1C(=O)c2ccccc2C1=O
  -2	0.3	-17	2	1.4	2.4*	3	67*	-7
> COc1ccc(NC(=O)CC2C(=O)N(c3cccc(C)c3)C(=O)N2C2CCCCC2)cc1 (centres undefined)
  2	0.5	1	1	-2.4	1.2	15	47	0
> COC(=O)c1sc(S(=O)(=O)N2CCC(C(=O)O)CC2)c(C(=O)OC)c1C
  0	1	2	0	0.8	-0.013	-7	3	18

Additional records follow:
Every second line gives: LYP act	CYP2C9 activ	E coli WT exp	LYP inh 2	PTK2B oligo ant	DAT uptake mod	PostGolgi ctrl	CYP2C9 inhib	PostGolgi yeast
> COc1cc(-c2nc3ccccn3c2NCC2CCCO2)ccc1O (centres undefined)
  -3	1	0	2	-0.33	0.49	8	0	10
> CC(CN1CCN(C)CC1)OC(=O)c1ccc(Cl)cc1Cl (centres undefined)
  -11	0.9	-3	13	-0.49	1.4	2	12	11
> CN1CCN(CC(=O)O)CC1
  13	0.5	-2	-11	-0.63	0.5	-10	54*	2
> NS(=O)(=O)c1ccc(NC=C2C(=O)OC3(CCCCC3)OC2=O)cc1
  .	0.9	-8	.	-0.49	-0.4	4	9	10
> COc1ccc2c(c1)nc(SCC(=O)c1cccs1)n2C
  6	0.8	1	0	-0.54	-0.97	0	24	-5
> CCN(CC)C(=O)c1ccc(NS(=O)(=O)c2ccccc2)cc1
  4	0.2	-2	-9	-0.4	1.6	5	77*	8
> COc1ccc(-c2cc(CNC(=O)CCl)on2)cc1
  7	1.1	10	-2	-0.75	0.0049	7	-12	2
> O=C(C1CCCCN1S(=O)(=O)c1ccc(F)cc1)N1CCN(c2ccccc2F)CC1 (centres undefined)
  2	0.6	4	-4	.	0.86	25	36	2
> COC(=O)C1=C(C)N(Cc2ccco2)C(=O)C1
  -5	1	-2	3	0.09	0.38	7	-3	4
> Cc1sc(NC(=O)CSc2nnc(COc3ccccc3)n2C)c(C#N)c1C
  -4	0.9	-13	1	2.1	-1	7	13	-13
> CCOC(=O)c1ccc(NC(=O)C(C)N2C(=O)c3ccccc3C2=O)cc1 (centres undefined)
  -6	0.9	-5	4	-0.16	0.12	-3	12	10
> CCOc1cccc(/C(O)=C2/C(=O)C(=O)N(CCOC)C2c2ccncc2)c1 (centres undefined)
  0	1.1	4	-1	0.2	0.58	5	-9	-4
> COc1cc(CCC(=O)N2CCN(S(=O)(=O)c3ccc(C)c(C)c3)CC2)cc(OC)c1OC
  2	0.6	4	-4	-0.41	0.39	0	45	17
> COc1ccc(CCC(=O)NCc2cnn(C)c2)cc1
  14	0.8	8	-18	1.7	-0.8	-1	18	-5
> COC(=O)c1cccc(NC(=O)CCSc2ccc(Cl)cc2)c1C
  1	0.8	-3	2	1.6	0.61	2	21	-8
> O=C(O)c1cc(O)ccc1-c1ccc(O)cc1
  0	1.2	-2	-1	-0.66	0.95	-2	-19	-4
